# TDP1 inh = qHTS Assay for Inhibitors of Tyrosyl-DNA Phosphodiesterase (TDP1). Tyrosyl-DNA phosphodiesterase 1 (Homo sapiens), Q9NUW8. recombinant TDP1, AlphaScreen DNA substrate cleavage. Potency, µM (doses to about 130 µM), for the others: at the highest dose activity change, negative = inhibition, hits mostly inhibitors. 350,000 tested, 0.28% active; note: nearly all actives have a fitted effect of over 40% in size
# Target sequence (Q9NUW8 whole entry, looked up): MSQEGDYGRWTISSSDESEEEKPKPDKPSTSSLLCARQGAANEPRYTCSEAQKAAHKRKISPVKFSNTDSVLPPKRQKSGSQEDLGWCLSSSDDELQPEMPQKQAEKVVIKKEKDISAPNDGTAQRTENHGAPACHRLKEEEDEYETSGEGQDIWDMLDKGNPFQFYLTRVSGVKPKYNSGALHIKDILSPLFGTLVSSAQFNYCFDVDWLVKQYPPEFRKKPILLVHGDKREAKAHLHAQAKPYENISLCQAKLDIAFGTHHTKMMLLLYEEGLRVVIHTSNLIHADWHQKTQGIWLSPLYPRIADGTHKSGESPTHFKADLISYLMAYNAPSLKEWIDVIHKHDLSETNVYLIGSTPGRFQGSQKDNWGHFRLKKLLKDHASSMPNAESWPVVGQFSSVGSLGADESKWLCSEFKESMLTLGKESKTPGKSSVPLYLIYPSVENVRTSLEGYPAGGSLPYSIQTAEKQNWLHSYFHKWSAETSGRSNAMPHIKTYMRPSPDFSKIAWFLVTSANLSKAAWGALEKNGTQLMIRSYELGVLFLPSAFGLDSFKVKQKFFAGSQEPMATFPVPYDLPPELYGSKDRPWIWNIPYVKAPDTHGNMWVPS
#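 Recombinant human Tdp1 (E. coli-expressed, 1 nM final) preincubated with compounds 15 min at room temperature, then 5'-biotin/3'-phosphotyrosine-FITC DNA substrate (15 nM final) added for 5 min. AlphaScreen beads (10 ug/ml final) added 10 min; cleavage lowers signal.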
# DT40 TDP1 no CPT = qHTS for Inhibitors of human tyrosyl-DNA phosphodiesterase 1 (TDP1): qHTS in cells in absence of CPT; DT40 Tdp1-/- hTDP1 cells, no CPT, ATP luminescence, 48 h; Potency, µM (titrated, usually from 46.2 µM), for inactives: at the highest dose activity change, negative = growth inhibition, actives largely listed as inhibitors; 420,000 tested, 15% active; AID 686978, 2013; note: nearly all actives have a fitted effect of over 55% in size
#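 Growth kinetics read by CellTiter-Glo luminescence after ≥48 hr at 37 °C. Cells: DT40 Tdp1-/- stably carrying human TDP1, 400 per well, compound exposure in the absence of CPT (DMSO vehicle).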
# TDP1 cell CPT = qHTS for Inhibitors of human tyrosyl-DNA phosphodiesterase 1 (TDP1): qHTS in cells in presence of CPT; chicken DT40 Tdp1-/-;hTDP1 cells + 20 nM CPT, ATP luminescence, 48 h; Potency, µM (top dose mostly 46.2 µM), for the others: at the highest dose activity change, negative = growth inhibition, hits mostly inhibitors; 420,000 tested, 12% active; note: nearly all actives have a fitted effect of over 55% in size
#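 Cell growth measured by CellTiter-Glo luminescence after a minimum 48 h, 37 C compound exposure with 20 nM CPT in Tdp1-knockout DT40 cells stably expressing hTDP1, seeded 400/well; qHTS titration format.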
# Numbers without * were called inactive; ? = inconclusive; · = no result given; [ ] = another dose, or the depositor's remark. Calls come from the whole dose curve; as a rule, active = well fitted curve in the direction sought with a large enough effect; inconclusive = small, poorly fitted or top-dose-only effect, or another doubt; inactive = no such curve, though single readings can be large; an effect the other way counts as inactive or inconclusive. % is set by controls: 0 for no effect and ±100 for the full control effect; potency is the fitted concentration of half-maximal effect.
# Start of the listing, in advance (18 entries):
SMILES,TDP1 inh,DT40 TDP1 no CPT,TDP1 cell CPT
C=CCOc1ccc(C=Nc2ccc(OC)cc2)c(O)c1,3%,2%,-4%
CC(C)CC(=O)Nc1nnc(SCc2cc(=O)n3ccccc3n2)s1,0%,?,?
COC(=O)c1cc(C)sc1NC(=O)c1cccnc1,3%,-21%,3%
CCNc1ncc2nc(-c3cccs3)c(=O)n(Cc3ccc(F)cc3)c2n1,·,0%,0%
CC1CCCC(C)N1C(=O)C1CCCCC1 (stereo not given),1%,-20%,14%
Cc1ccccc1-c1nc(CS(=O)(=O)CC(=O)NCc2cccc(Cl)c2)c(C)o1,-2%,?,16µM*
CC1ON=C(c2cccc3ccccc23)N(C)C1=O (stereo not given),·,-3%,4%
COc1ccc(OC)c(/C=N/NC(=O)CCc2n[nH]c(=O)[nH]c2=O)c1,3%,28%,3%
CCOC(=O)c1csc(NC(=O)CSc2nnnn2-c2ccc3c(c2)OCCO3)n1,5%,?,-10%
CN(Cc1cn[nH]c1-c1cc2ccccc2o1)CC1CCOCC1,·,-4%,-3%
CN(Cc1nc2ccc(F)cc2[nH]1)C(=O)C1CCC(=O)N(C2CC2)C1 (stereo not given),5%,6%,9%
CCCNC(=O)c1ccc2c(c1)S(=O)(=O)c1ccccc1C2=O,2%,-6%,-16%
CC(=O)c1ccc(N2CCCCC2)c(F)c1,5%,-21%,1%
NC(=O)CC(NC(=O)Cc1ccc(Cl)cc1)c1ccc(N2CCN(c3ccccn3)CC2)c([N+](=O)[O-])c1 (stereo not given),·,?,?
Cc1cc(C)n(-c2nc3ccccc3nc2N2CCN(C(=O)c3ccccc3)CC2)n1,0%,-29%,-19%
CCc1nn(CC(=O)NCCc2ccc(OC)cc2OC)c(=O)c2cc3sccc3n12,-3%,-18%,-5%
CCc1nnc(NC(=O)CSc2nnc(-c3ccncc3)n2C)s1,0%,-13%,-7%
CCn1c(=O)cc(OCC(=O)N2CCN(C(=O)c3ccco3)CC2)c2ccccc21,2%,-21%,?

# Main list (from the top)
SMILES,TDP1 inh,DT40 TDP1 no CPT,TDP1 cell CPT
C=CCOc1ccc(C=Nc2ccc(OC)cc2)c(O)c1,3%,2%,-4%
CC(C)CC(=O)Nc1nnc(SCc2cc(=O)n3ccccc3n2)s1,0%,?,?
COC(=O)c1cc(C)sc1NC(=O)c1cccnc1,3%,-21%,3%
CCNc1ncc2nc(-c3cccs3)c(=O)n(Cc3ccc(F)cc3)c2n1,·,0%,0%
CC1CCCC(C)N1C(=O)C1CCCCC1 (stereo not given),1%,-20%,14%
Cc1ccccc1-c1nc(CS(=O)(=O)CC(=O)NCc2cccc(Cl)c2)c(C)o1,-2%,?,16µM*
CC1ON=C(c2cccc3ccccc23)N(C)C1=O (stereo not given),·,-3%,4%
COc1ccc(OC)c(/C=N/NC(=O)CCc2n[nH]c(=O)[nH]c2=O)c1,3%,28%,3%
CCOC(=O)c1csc(NC(=O)CSc2nnnn2-c2ccc3c(c2)OCCO3)n1,5%,?,-10%
CN(Cc1cn[nH]c1-c1cc2ccccc2o1)CC1CCOCC1,·,-4%,-3%
CN(Cc1nc2ccc(F)cc2[nH]1)C(=O)C1CCC(=O)N(C2CC2)C1 (stereo not given),5%,6%,9%
CCCNC(=O)c1ccc2c(c1)S(=O)(=O)c1ccccc1C2=O,2%,-6%,-16%
CC(=O)c1ccc(N2CCCCC2)c(F)c1,5%,-21%,1%
NC(=O)CC(NC(=O)Cc1ccc(Cl)cc1)c1ccc(N2CCN(c3ccccn3)CC2)c([N+](=O)[O-])c1 (stereo not given),·,?,?
Cc1cc(C)n(-c2nc3ccccc3nc2N2CCN(C(=O)c3ccccc3)CC2)n1,0%,-29%,-19%
CCc1nn(CC(=O)NCCc2ccc(OC)cc2OC)c(=O)c2cc3sccc3n12,-3%,-18%,-5%
CCc1nnc(NC(=O)CSc2nnc(-c3ccncc3)n2C)s1,0%,-13%,-7%
CCn1c(=O)cc(OCC(=O)N2CCN(C(=O)c3ccco3)CC2)c2ccccc21,2%,-21%,?
O=C(CCN1CCCCCC1)c1ccccc1,1%,3.7µM*,3.3µM*
COc1cccc(C2NC(CC(C)C)(C(=O)O)C3C(=O)N(Cc4ccccc4)C(=O)C23)c1O (stereo not given),4%,-19%,-13%
CCOc1nc(SCCOc2ccc(Cl)cc2Cl)nc(N(C)C)n1,-11%,?,?
CCN(C(=O)CSc1nc2cc(C(=O)O)ccc2c(=O)n1Cc1ccccc1)c1ccccc1,·,-2%,-9%
CNS(=O)(=O)c1cccc(C(=O)Nc2cccnc2)c1,2%,-22%,-4%
CC(C)NC(=O)CSc1nnc2sc3ccccc3n12,1%,-15%,-4%
Cc1ccc(S(=O)(=O)N2C(=O)CCC2C(=O)O/N=C(\N)c2ccccc2)cc1 (stereo not given),4%[56.1 µM],3%,-25%

# Brought forward from above: 2 entries, then new ones.
SMILES,TDP1 inh,DT40 TDP1 no CPT,TDP1 cell CPT
CC(C)NC(=O)CSc1nnc2sc3ccccc3n12,1%,-15%,-4%
Cc1ccc(S(=O)(=O)N2C(=O)CCC2C(=O)O/N=C(\N)c2ccccc2)cc1 (stereo not given),4%[56.1 µM],3%,-25%
Nc1ccc2c(c1)[nH]c(=O)c1ccccc12,·,?,?
CC(=O)c1cnc(SCc2ccc(Cl)cc2)nc1C,-5%,0%,18%
CCC[C@H]1COCCS(=O)(=O)N1Cc1cccc(F)c1,·,-23%,-6%
Cc1ccc(N2CC3=C(C2=O)C(c2ccccc2)NC(=O)N3C)cc1 (stereo not given),5%,-20%,-14%
CCOC(=O)c1ccc(S(=O)(=O)N2CCN(CC(O)COc3ccc(C#N)cc3)CC2)cc1 (stereo not given),·,18µM*,?
CC(CC(c1ccccc1)N1CCc2ccccc2C1)=NO (stereo not given),·,18µM*,?
CCCc1nnc(NC(=O)c2cccnc2)s1,6%,-1%,-3%
CCOc1ccc(C(=O)Nc2ccccc2NC(C)=O)cc1OCC,8%,0%,-22%
O=C(NCc1ccco1)c1cccc(F)c1,-4%,0%,-5%
COc1ccc(-c2cc(C)no2)cc1S(=O)(=O)N1CCc2ccccc21,-3%,?,?
CN(C)c1ccc(/C=N/NC(=O)C(=O)N2CCCCCC2)cc1,11%,0%,3%
CN(C)CCNc1ncnc2c1ncn2[C@H]1CN(Cc2cccs2)C[C@@H](CO)O1,·,-17%,?
CCOC(=O)C(C(=O)Nc1nc2ccccc2s1)C1CCCCC1 (stereo not given),-4%,-27%,?
CCc1ccc(C(=O)N2CCN(c3ccc(NC(=O)c4cccnc4)cc3)CC2)cc1,5%,-18%,?
COc1ccc(S(=O)(=O)N2CCOCC2)cc1NC(=O)Cc1ccc(Cl)c(Cl)c1,11%,-3%,7%
COc1ccc(-c2csc(C(NC(C)=O)c3ccc(F)c(F)c3)n2)cn1 (stereo not given),·,?,23µM*
Cc1ccccc1OCCC(=O)Nc1ccccc1C(=O)N1CCCCC1,1%,10%,2%
CCOC(=O)C(CC)(CCC(=O)O)c1csc(Nc2ccc(C)cc2)n1 (stereo not given),5%,-5%,-3%
O=C(NCC1CCCO1)C(=O)NCC1CCCN1S(=O)(=O)c1ccccc1 (stereo not given),·,-10%,-9%
O=C(NCC(=O)N(c1ccccc1F)C(C(=O)NCC1CCCO1)c1ccccc1)c1ccco1 (stereo not given),5%,0%,-10%
CN(C)c1ccc(NC(=O)c2cccc(C(=O)Nc3ccc(N(C)C)cc3)n2)cc1,13%,6.5µM*,9.2µM*
COc1ncccc1-c1nnn(-c2ccc(Cl)nc2)n1,5%,-12%,-1%
COc1ccc(C(=O)NCc2nnc(SCC(=O)Nc3nc4ccccc4s3)o2)cc1,1%,?,29µM*
O=C(N/N=C/c1ccccc1)C(O)c1ccccc1 (stereo not given),·,10%,-10%
CN(C)CCNC(=O)c1cccc2nc3cccc(F)c3nc12,·,0.26µM*,0.082µM*

# (list continues)
SMILES,TDP1 inh,DT40 TDP1 no CPT,TDP1 cell CPT
O=C(CSc1ccccc1)N1CCN(c2ccccn2)CC1,0%,?,4%
COCc1ccc(C(=O)Nc2cccc(S(=O)(=O)N(C)c3ccccc3)c2)cc1,1%,18µM*,18µM*
Cc1ccc2c(C)nc(Nc3nc(CSc4nc5ccccc5[nH]4)cc(=O)[nH]3)nc2c1,-4%,12µM*,12µM*
CCC1OC23CCCCC2C(C#N)(C(=N)O3)C1(C#N)C#N (stereo not given),2%,13µM*,?
COc1ccc(N/C(C)=C/C(=S)Nc2ccccc2)cc1,3%,?,10µM*
COc1ccc(OC)c(C(=O)COC(=O)c2ccccc2O)c1,0%,-18%,2%
COc1cccc(NC(=O)COC(=O)c2c(F)cccc2F)c1,0%,-23%,-23%
Cn1cc(Cl)c(C(=O)NC(=S)Nc2sc3c(c2C#N)CCCCC3)n1,-3%,?,?
NC(=O)C1CCN(C(=O)Cn2c(-c3cccs3)cc3ccccc32)CC1,2%,11%,21%
C/C(=N\N1C(C)CCCC1C)c1ccccc1O (stereo not given),·,?,?
O=C(/C=C/c1ccc(F)cc1)N1CC[C@@]2(O)CCCC[C@H]2C1,0%,-4%,3%
Cc1ccccc1OCCn1cc(C(=O)c2ccco2)c2ccccc21,5%,23µM*,?
Cc1ccccc1N(CC(=O)NCCSCc1ccccc1)S(C)(=O)=O,3%,-2%,-3%
O=C(NCc1ccc(F)c(F)c1)C1Cc2c(-c3ccc4c(c3)OCO4)ccnc2O1 (stereo not given),·,2.9µM*,2.3µM*
CCOc1ccc(CN2C(=O)c3ccccc3C2=O)cc1C(=O)N1CCC(C(N)=O)CC1,3%,-3%,-7%
COc1ccc2c(c1)NC(c1ccc(N(C)C)cc1)c1cccn1-2 (stereo not given),7%,15µM*,?
CN(CCO)c1nc2c(c(=O)n(Cc3ccc(Cl)cc3)c(=O)n2C)n1C,·,?,4%
Cc1ccc(C(=O)COc2ccc3ccc(=O)oc3c2)cc1,·,-4%,-17%
O=C(Cc1cccs1)Nc1nc(-c2ccc(F)c(F)c2)cs1,2%,1.5µM*,8.2µM*
Cc1cc(C(=O)COC(=O)C2=COCCO2)c(C)n1-c1ccccc1,7%,?,?
O=C(c1ccncc1)N1CCN(S(=O)(=O)c2cccc(C(F)(F)F)c2)CC1,1%,22%,3%
Cc1ccc(NC(=O)CSc2nccn2Cc2ccco2)c(C)c1,4%,0%,-28%
Cc1nnc2c3ccccc3nc(N3CCN(c4cccc(Cl)c4)CC3)n12,6%,12µM*,13µM*
COc1cccc(C(=O)C2CN(c3ccccc3)CC2c2ccc(Cl)cc2)c1 (stereo not given),3%,-18%,?
Nc1nc(C(F)(F)F)cc(=O)[nH]1,0%,-17%,-2%

# Further entries:
SMILES,TDP1 inh,DT40 TDP1 no CPT,TDP1 cell CPT
Cc1nc(-c2nc(-c3c(C(=O)NNC(=O)Nc4cccc(Cl)c4)noc3C)cs2)cs1,·,?,?
CCCC(=O)Nc1nnc(SCC(=O)Nc2nc(C)cs2)s1,2%,4%,5%
COc1ccc(CCNC(=O)c2ccccc2C(=O)NCCc2ccc(OC)cc2)cc1,·,-11%,-9%
CC1CCCCN1C(=O)C12CCC(C)(/C(=N/O)C1)C2(C)C (stereo not given),0%,-10%,-4%
O=C(COC(=O)/C=C/c1ccccc1)NCc1ccco1,·,-8%,-1%
O=C(Nc1nccs1)c1c(O)c2c([nH]c1=O)CCCC2,5%,-4%,1%
COc1ccc(OC)c(NC(=O)C2Cc3ccccc3CN2S(=O)(=O)c2ccc(F)cc2)c1 (stereo not given),4%,?,?
Cc1ccc(C2=Nc3c(ccc4ccccc34)C(c3ccncc3)=NN2)cc1,10%,12µM*,18µM*
Cc1cccc(/C(N)=N/OC(=O)c2cccs2)c1,-2%,-23%,-29%
COc1ccc(SCC(=O)Nc2ccc(N3CCN(C)CC3)c(F)c2)cc1,-3%,?,-19%
CCc1cccc(NC(=O)CN(C)S(=O)(=O)c2ccc3c(c2)CCCN3C(C)=O)c1,8%,?,21µM*
Cc1csc2nc(CNC(=O)CCC(=O)O)cn12,1%,0%,6%
CC(=O)c1ccc(-c2cccc3nccn23)cc1,·,-3%,2%
Cc1ccccc1C(=O)/C=C1/SCC(=O)N1C,4%,3%,-4%
CC1(C)NC(=O)N(CCCOc2ccc3c(c2)CCC3)C1=O,11%,-25%,?
Cn1ncc(Cl)c1C(=O)Nc1ccc(CN2CCCCC2)cc1,3%,3%,-9%
CCN(CC)C(=O)C1CCCN(C/C=C/c2ccccc2)C1 (stereo not given),-6%,-20%,-27%
CCOc1ccc(NC(=O)c2cc(OC)nc3ccccc23)cc1,·,0.58µM*,0.52µM*
CCN1CCN(c2cc(C)c3cc(NC(=S)N4CCOCC4)ccc3n2)CC1,9%,-3%,4%
COc1n[nH]c(C(=O)Nc2cc(Cl)ccc2Cl)c1[N+](=O)[O-],0%,?,?

# Screening results: PubChem, National Center for Advancing Translational Sciences (NCATS)

# Outcome played no part in choosing rows, and some 18% of all compounds hit somewhere here.
